Screening results as filed in PubChem BioAssay.
CHOP UPR activ: activators of apoptotic CHOP UPR arm, primary screen, cell-based, CHO-CHOP luciferase reporter, luminescence, uHTS | UPR activation; percent of tunicamycin response over DMSO baseline | 0.34% of 330,000 active | activation, % at 10 µM | AID 449763, 2010;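 active = at 10 µM dose, activation of 40% or more, normalized to positive control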;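 also: 100% = tunicamycin at 10 µg/mL and 0% = DMSO alone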
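Test system: CHO CHOP reporter cells. Input: 500 CHO-CHOP cells per well. Medium: F12 with 10% FBS. Technique: luciferase luminescence. Measure: percent activation relative to tunicamycin control. Dosing: 10 µM compound, 0.5% DMSO. Timing: 16-18 h cell attachment, then 6 h compound exposure, 37 °C.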
Mdm2 MdmX PPI: inhibitors of human Mdm2-MdmX association, primary screen, cell-based, luminescence, split luciferase, SaOS-2, uHTS | Protein Mdm4 (Homo sapiens) + E3 ubiquitin-protein ligase Mdm2 (Homo sapiens), … | SaOS-2 split-luciferase Mdm2/MdmX complementation | inhibition, % at 8 µM | 3% of 330,000 active | AID 485346, 2010;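 active = inhibition of at least 50% at 8 µM in the primary screen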
tim23-1 inh: growth inhibitors of tim23-1 mutant yeast, primary screen, luminescence, uHTS | S. cerevisiae tim23-1 growth, BacTiter-Glo luminescence, 24 h | inhibition, % at 20 µM | 1.3% of 330,000 active | AID 463212, 2010;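 active = growth inhibition of the mutant yeast at or above 50%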;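 also: temperature-sensitive mutant grown at 25 °C; plate controls were DMSO-treated mutant yeast for no effect and medium wells lacking yeast for full effect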
CXCR6 inh: CXCR6 receptor inhibitors, primary screen, cell-based, beta-arrestin, luminescence, CHO-K1 PathHunter, 1536-well | inhibition, % at 20 µM | C-X-C chemokine receptor type 6 (Homo sapiens), O00574 | 0.36% of 360,000 active; in the data active = inhibition above about 34%, passing the limit was not always enough;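 also: antagonist mode with CXCL16 agonist at 10 nM final; 0% = 10 nM CXCL16 with DMSO and 100% = unstimulated wells without agonist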
Target sequence (O00574 whole entry, looked up): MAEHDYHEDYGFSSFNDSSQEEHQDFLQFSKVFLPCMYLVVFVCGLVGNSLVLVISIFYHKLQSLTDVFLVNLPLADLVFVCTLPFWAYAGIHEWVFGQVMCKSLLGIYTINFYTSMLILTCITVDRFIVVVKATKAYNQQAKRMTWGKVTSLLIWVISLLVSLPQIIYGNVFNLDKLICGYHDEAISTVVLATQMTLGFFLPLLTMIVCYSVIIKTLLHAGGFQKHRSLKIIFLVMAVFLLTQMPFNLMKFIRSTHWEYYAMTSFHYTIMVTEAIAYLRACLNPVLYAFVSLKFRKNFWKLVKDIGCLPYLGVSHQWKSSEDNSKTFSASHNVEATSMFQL
APJ ag: agonists of human apelin receptor APJ, primary screen, CHO-K1 cells, PathHunter beta-arrestin, luminescence; P35414; 0% DMSO wells, 100% apelin; activation, % at 20 µM; 0.11% of 330,000 active; AID 2520, 2010;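 active = activation more than six SD over the plate average, tested at 20 µM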;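 also: 0% = DMSO alone and 100% = apelin-13 at 10 nM; some results filed as inactive read as strong as hits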
Target sequence (P35414 whole entry, looked up): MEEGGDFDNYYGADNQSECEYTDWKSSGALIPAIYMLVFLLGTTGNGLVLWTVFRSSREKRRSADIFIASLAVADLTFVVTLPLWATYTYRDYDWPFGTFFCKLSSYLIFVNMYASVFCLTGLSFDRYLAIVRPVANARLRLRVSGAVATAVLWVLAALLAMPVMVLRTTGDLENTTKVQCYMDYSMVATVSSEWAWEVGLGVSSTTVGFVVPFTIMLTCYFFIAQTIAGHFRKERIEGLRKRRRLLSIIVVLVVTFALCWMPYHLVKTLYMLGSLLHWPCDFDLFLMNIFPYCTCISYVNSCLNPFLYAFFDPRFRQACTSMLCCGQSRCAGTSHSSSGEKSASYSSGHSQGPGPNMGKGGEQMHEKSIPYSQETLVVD
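Material: CHO-K1 APJ beta-arrestin complementation cell line; Input: cell density 1000 per well; Incubation: compound stimulation 90 min at 25 °C, detection 60 min; Signal: luminescence from split beta-galactosidase complementation, Galacton Star/Emerald II substrate; Controls: DMSO-only wells as negative, 10 nM Apelin-13 as positive control.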
TIM10 inh: growth inhibitors of isogenic TIM10 control yeast, primary screen, counter-screen for tim10-1 yeast inhibitor project, luminescence, uHTS; S. cerevisiae TIM10 strain growth, BacTiter-Glo luminescence, 24 h; inhibition, % at 10 µM; 1.4% of 330,000 active; AID 463195, 2010;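 active = inhibition of 40% or more at the single tested concentration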;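 also: wild-type TIM10 isogenic control strain grown at permissive 25 °C; 0% = DMSO yeast wells and 100% = minimal medium wells without yeast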
UPR XBP1 act: activators of adaptive XBP1 UPR arm, primary screen, cell-based, CHO-XBP1 luciferase reporter, luminescence, uHTS; activation, % at 20 µM; AID 463104, 2010; IRE1-XBP1 UPR activation; percent of tunicamycin response, DMSO as zero; 0.33% of 330,000 active;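 active = versus positive control, 20 µM dose yields 30% or more activation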;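 also: 100% = tunicamycin at 10 µg/mL and 0% = DMSO only wells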
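Signal: luciferase luminescence; Assay system: CHO-XBP1 luciferase reporter cells; Amount: one thousand reporter cells per well; Dosing: 20 µM single concentration, DMSO 1%; Benchmarks: high control tunicamycin 10 µg/mL final, low control DMSO vehicle only; Schedule: 6 h compound exposure at 37 °C, 5% CO2; Evaluation: percent activation relative to tunicamycin reference.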
tim10-1 inh: growth inhibitors of tim10-1 mutant yeast, primary screen, luminescence, uHTS; inhibition, % at 20 µM; 2.2% of 330,000 active; S. cerevisiae tim10-1 ts strain growth, BacTiter-Glo, 24 h;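 active = inhibition of at least 40%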;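 also: mutant grown at 25 °C; 0% = DMSO wells with yeast and 100% = wells holding no yeast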
APJ antagonist: antagonists of human apelin receptor APJ, primary screen, CHO-K1 cells, beta-arrestin complementation, luminescence; 0.32% of 330,000 active; AID 2521, 2010; inhibition, % at 20 µM;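 active = inhibition above about 40% at 20 µM, limit read from the data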;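 also: cells challenged with 10 nM apelin-13 agonist together with compound; plate controls were apelin-13 plus DMSO wells for no effect and DMSO wells lacking apelin-13 for full effect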
The depositor's hits bear a star; . = not tested or not shown.

1: O=C(COc1ccccc1F)Nc1ccc(S(=O)(=O)Nc2nccs2)cc1
2: CCOC(=O)C1=CN(Cc2cccc(F)c2)S(=O)(=O)NC1c1ccc(F)c(Cl)c1 (configuration not stated)
3: Fc1ccc(-n2nnc(-c3cccnc3Cl)n2)cc1
4: C#CCOc1c(Cl)cc(/C=N/O)cc1OC
5: CC(C)(C)OC(=O)C(C(=O)OC(C)(C)C)c1ccc(Cl)nn1

Assay by compound	1	2	3	4	5
CHOP UPR activ	1.6	-0.1	3.8	-1.3	-0.9
Mdm2 MdmX PPI	0	17	-176	17	18
tim23-1 inh	2	44	3	6	8
CXCR6 inh	-4	14	1	0	8
APJ ag	0	.	6	-1	-1
TIM10 inh	5	14	-7	3	-12
UPR XBP1 act	4	-2	-2	3	-3
tim10-1 inh	8	18	0	15	16
APJ antagonist	5	.	-53	0	16

6: CN1CCN(S(=O)(=O)c2ccc(NC(=O)c3ccc(Br)o3)cc2)CC1
7: CCCc1nc2ccccc2c(=O)n1NC(=O)c1c(O)c2cccc3c2n(c1=O)CCC3
8: COc1ccc(C2CC(=O)c3cc(OC)c(OC)cc32)cc1OC (configuration not stated)
9: CCOCCCNC(=O)c1cn(C)c2ccc(S(=O)(=O)N3CCCCC3)cc2c1=O
10: O=C(NCc1ccco1)NC12CC3CC(CC(C3)C1)C2

Assay by compound	6	7	8	9	10
CHOP UPR activ	-0.6	-3.1	-1.6	0.6	-3.2
Mdm2 MdmX PPI	2	35	13	14	23
tim23-1 inh	4	11	-7	3	31
CXCR6 inh	0	-8	-4	2	-3
APJ ag	-1	0	1	0	0
TIM10 inh	-7	1	-8	4	3
UPR XBP1 act	-1	4	3	-5	-4
tim10-1 inh	7	-15	-16	-1	32
APJ antagonist	6	-7	-7	3	-13

11: COC(=O)c1ccc(CSc2ncn[nH]2)o1
12: CCC(C)NC(=O)CSc1n[nH]c(=O)n1CCc1ccccc1 (configuration not stated)
13: O=C(CN1C(=O)c2cccc3cccc1c23)Nc1ccc(S(=O)(=O)Nc2nccs2)cc1
14: Cc1ccc(S(=O)(=O)NC(C)(C)CN2CCCCC2)cc1
15: Cn1c(=O)c2c(nc(NCc3ccc4c(c3)OCO4)n2Cc2ccccc2)n(C)c1=O

Assay by compound	11	12	13	14	15
CHOP UPR activ	-0.4	1.0	-0.3	3.3	-1.0
Mdm2 MdmX PPI	22	11	-7	2	14
tim23-1 inh	3	-6	-9	-8	16
CXCR6 inh	-6	2	.	10	10
APJ ag	-5	1	-4	-1	4
TIM10 inh	-10	0	8	-23	7
UPR XBP1 act	5	0	0	-2	-2
tim10-1 inh	-3	4	13	-29	17
APJ antagonist	7	14	7	-9	7

16: CCC(C)(C)C(=O)Nc1cc([N+](=O)[O-])ccc1Cl
17: COCC(=O)Nc1cccc2ccccc12
18: CCC1CCCCN1CCCNC(=O)c1ccc2nc(N3CCCCC3)sc2c1 (configuration not stated)
19: O=C(CSc1nnnn1C1CCCC1)Nc1ccccc1F
20: CCc1cccc(NC(=O)CCc2nc3sc4c(c3c(=O)[nH]2)CCCC4)c1

Assay by compound	16	17	18	19	20
CHOP UPR activ	2.1	1.2	2.9	2.0	1.0
Mdm2 MdmX PPI	-18	15	16	-22	16
tim23-1 inh	8	0	-9	8	-6
CXCR6 inh	-3	-8	5	5	-1
APJ ag	-2	0	7	-4	-4
TIM10 inh	1	9	3	5	-10
UPR XBP1 act	2	-2	0	0	-2
tim10-1 inh	10	4	-5	14	-9
APJ antagonist	-30	-11	13	19	14

21: O=C(COC(=O)c1ccc(Br)o1)Nc1ccc2[nH]c(=O)[nH]c2c1
22: O=C(c1ccc(F)cc1)C1CCN(C(=O)Nc2ccc(F)cc2F)CC1
23: O=C(CC1C(=O)NCCN1C(=S)Nc1ccccc1)Nc1ccc2c(c1)OCCO2 (configuration not stated)
24: COc1ccc(CNC(=S)Nc2cc(C)ccc2C)cc1
25: Cc1ccc(NC(=O)NCC2CCN(Cc3cccc(Cl)c3)CC2)c(Cl)c1

Assay by compound	21	22	23	24	25
CHOP UPR activ	2.6	0.1	-1.4	-1.6	-1.6
Mdm2 MdmX PPI	8	-1	30	10	26
tim23-1 inh	-11	15	14	10	-3
CXCR6 inh	8	-19	1	5	5
APJ ag	-4	-1	-1	2	-2
TIM10 inh	-4	-17	-1	9	-45
UPR XBP1 act	-3	1	-1	1	3
tim10-1 inh	-8	10	7	8	-53
APJ antagonist	6	-18	-5	-18	-21

26: O=S(=O)(Cc1cc(-c2ccc(Cl)cc2)no1)c1ccccc1
27: CCOc1ccc(N2C(=O)Nc3ccccc3C2(O)C(=O)NCc2ccc(F)cc2)cc1 (configuration not stated)
28: COc1ccc(OCC(=O)Nc2ccccc2C(=O)NC(C)C)cc1
29: COc1ccc(S(=O)(=O)NC(CC(=O)O)c2ccco2)cc1 (configuration not stated)
30: CCCc1ccc2oc(C(=O)N3CCC[C@H]3CO)c(C)c2c1

Assay by compound	26	27	28	29	30
CHOP UPR activ	7.6	0.6	-1.5	-0.3	5.8
Mdm2 MdmX PPI	-105	19	-4	6	-85
tim23-1 inh	-5	3	-12	5	35
CXCR6 inh	-3	-10	-3	3	0
APJ ag	1	0	-2	5	0
TIM10 inh	-12	-17	12	-9	13
UPR XBP1 act	1	-1	-1	0	4
tim10-1 inh	1	-10	24	12	29
APJ antagonist	-2	-7	2	-6	12

31: O=C(COC(=O)c1ncc(Cl)c(Cl)c1Cl)NCc1cccs1
32: Cc1cnc(C(=O)OCC(=O)NC(=O)c2ccccc2)cn1
33: Cc1ccc2cccc(OCCCOc3ccccc3CO)c2n1
34: CC(C)(C)c1nnc2sc(SCC(=O)c3ccc(Cl)cc3)nn2c1=O
35: O=C(CN1CCN(S(=O)(=O)c2ccc(Cl)s2)CC1)N1CCCCC1

Assay by compound	31	32	33	34	35
CHOP UPR activ	-0.4	-1.2	-0.1	0.5	-1.5
Mdm2 MdmX PPI	18	15	-3	5	-9
tim23-1 inh	28	20	27	31	26
CXCR6 inh	-13	-4	-4	9	-5
APJ ag	-4	0	-1	-2	-2
TIM10 inh	15	3	2	21	6
UPR XBP1 act	-1	0	-5	-2	-3
tim10-1 inh	20	15	22	37	10
APJ antagonist	8	23	-27	-15	12

36: COC(=O)/C=C1\SC(=Nc2ccccc2)NC1=O
37: CC12CCC(=O)N1C(C(=O)NNC(=O)c1cccc(Cl)c1)CS2 (configuration not stated)
38: CCOC(=O)c1cncc(NC(=O)c2ccccc2)c1
39: CC(C)OP(=O)(c1ccc(N(C)C)cc1)C(O)c1cccnc1 (configuration not stated)
40: COc1cccc(CN2CCCN(S(=O)(=O)c3ccc(Br)cc3)CC2)c1

Assay by compound	36	37	38	39	40
CHOP UPR activ	3.6	-0.8	2.2	-0.9	0.0
Mdm2 MdmX PPI	18	8	-8	14	-20
tim23-1 inh	11	-13	29	-7	28
CXCR6 inh	8	1	6	-6	-5
APJ ag	-2	-4	0	3	-2
TIM10 inh	-2	-9	-14	-13	34
UPR XBP1 act	-3	-1	0	-1	-1
tim10-1 inh	14	-20	-21	-5	4
APJ antagonist	15	-34	14	-14	11

41: CCN1C(=O)C2(C(C#N)=C(N)Oc3n[nH]c(-c4ccccc4)c32)c2ccccc21 (configuration not stated)
42: COC(=O)c1c(NC(=O)Cc2cccs2)sc2c1CCCC2
43: Cc1noc(C)c1S(=O)(=O)NCCCN1CCN(Cc2ccccc2)CC1
44: COC(=O)C1=C(C)NC(=O)NC1c1ccccc1 (configuration not stated)
45: CSCCC(=O)NC1CCCN(CCc2ccccc2)C1 (configuration not stated)

Assay by compound	41	42	43	44	45
CHOP UPR activ	-0.1	6.1	1.3	-1.8	-0.1
Mdm2 MdmX PPI	5	-8	-16	7	-19
tim23-1 inh	5	33	1	6	10
CXCR6 inh	-11	-13	.	0	0
APJ ag	-2	1	1	0	-1
TIM10 inh	3	2	-1	-2	-2
UPR XBP1 act	-1	9	-1	1	-2
tim10-1 inh	22	24	13	3	-9
APJ antagonist	1	-39	-8	10	-5

Exported field by field: part of the list above.
#31 O=C(COC(=O)c1ncc(Cl)c(Cl)c1Cl)NCc1cccs1
  CHOP UPR activ: -0.4 | Mdm2 MdmX PPI: 18 | tim23-1 inh: 28 | CXCR6 inh: -13 | APJ ag: -4 | TIM10 inh: 15 | UPR XBP1 act: -1 | tim10-1 inh: 20 | APJ antagonist: 8

#32 Cc1cnc(C(=O)OCC(=O)NC(=O)c2ccccc2)cn1
  CHOP UPR activ: -1.2 | Mdm2 MdmX PPI: 15 | tim23-1 inh: 20 | CXCR6 inh: -4 | APJ ag: 0 | TIM10 inh: 3 | UPR XBP1 act: 0 | tim10-1 inh: 15 | APJ antagonist: 23

#33 Cc1ccc2cccc(OCCCOc3ccccc3CO)c2n1
  CHOP UPR activ: -0.1 | Mdm2 MdmX PPI: -3 | tim23-1 inh: 27 | CXCR6 inh: -4 | APJ ag: -1 | TIM10 inh: 2 | UPR XBP1 act: -5 | tim10-1 inh: 22 | APJ antagonist: -27

#34 CC(C)(C)c1nnc2sc(SCC(=O)c3ccc(Cl)cc3)nn2c1=O
  CHOP UPR activ: 0.5 | Mdm2 MdmX PPI: 5 | tim23-1 inh: 31 | CXCR6 inh: 9 | APJ ag: -2 | TIM10 inh: 21 | UPR XBP1 act: -2 | tim10-1 inh: 37 | APJ antagonist: -15

Continued.
46: CC[C@]1(C(=O)OC)[C@H]2C(=O)N(C)C(=O)[C@H]2[C@H]2CN=C(SCc3ccccc3)N21
47: Cc1ccc2nc3c(cc(C(=O)NCCN4CCOCC4)c(=N)n3CCCN3CCOCC3)c(=O)n2c1
48: COc1ccc2[nH]cc(/C=N/NS(=O)(=O)c3ccc(C)cc3)c2c1
49: COC(=O)C1=C(C)NC(=O)NC1c1ccc(OC(=O)c2ccco2)cc1 (configuration not stated)
50: COc1ccc(-c2sc3ccc(N4CCOCC4)cc3c2-c2ccc(O)cc2)cc1

Assay by compound	46	47	48	49	50
CHOP UPR activ	2.3	0.0	0.6	0.6	-2.5
Mdm2 MdmX PPI	5	2	30	24	8
tim23-1 inh	30	-53	12	8	21
CXCR6 inh	0	8	-6	-4	-3
APJ ag	.	0	0	1	-1
TIM10 inh	-14	-36	-1	8	4
UPR XBP1 act	0	-2	-2	2	-3
tim10-1 inh	-3	-19	-20	5	15
APJ antagonist	.	3	-12	6	7

An excerpt, so the mix of outcomes need not match the whole.
